Bioassay records as filed in PubChem BioAssay.
TbMetRS inhib: blocks T. brucei methionyl-tRNA synthetase activity | 360,000 tested, 0.4% active | purified T. brucei MetRS, ATP depletion, Kinase-Glo luminescence | inhibition, % at 11.9 µM;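 active = inhibition above a per-plate cutoff of the control wells' mean inhibition plus 3 SD, cut at about 5.5% in these data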;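 note: 0% = DMSO wells median and 100% = median of wells with control inhibitor compound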
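Material: T. brucei methionyl-tRNA synthetase, purified; reagent: substrates ATP, L-methionine and bulk Escherichia coli tRNA; dosing: 11.9 µM single point; timing: 15 min plus 2 h at 25 °C; detection: luminescence of leftover ATP; evaluation: % inhibition; control set: DMSO-only wells as low control; replicates: singlicate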
STEP inh: blocks human striatal-enriched tyrosine phosphatase; recombinant STEP, OMFP fluorogenic substrate, fluorescence; inhibition, % at 20 µM; 360,000 tested, 0.25% active;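 active = inhibition at 20 µM, scaled per plate between control wells, above about 37%, limit read from the data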;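 note: 0% = DMSO with enzyme and substrate and 100% = substrate only without enzyme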
Target sequence (P54829 whole entry, looked up): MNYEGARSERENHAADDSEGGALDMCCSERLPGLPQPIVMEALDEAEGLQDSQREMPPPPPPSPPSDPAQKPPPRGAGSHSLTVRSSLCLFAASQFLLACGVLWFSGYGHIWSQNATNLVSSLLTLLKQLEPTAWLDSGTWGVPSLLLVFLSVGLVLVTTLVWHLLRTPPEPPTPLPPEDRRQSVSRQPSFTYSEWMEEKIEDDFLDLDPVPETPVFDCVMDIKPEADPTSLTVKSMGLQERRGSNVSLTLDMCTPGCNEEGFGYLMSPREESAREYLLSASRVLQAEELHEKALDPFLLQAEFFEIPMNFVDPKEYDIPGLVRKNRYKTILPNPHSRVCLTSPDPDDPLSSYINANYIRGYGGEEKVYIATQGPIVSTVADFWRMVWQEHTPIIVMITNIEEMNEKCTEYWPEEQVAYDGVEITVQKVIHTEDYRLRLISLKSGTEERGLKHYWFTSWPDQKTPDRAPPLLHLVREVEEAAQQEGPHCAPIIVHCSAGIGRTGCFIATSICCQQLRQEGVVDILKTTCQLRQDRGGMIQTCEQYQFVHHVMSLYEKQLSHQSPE
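Material: STEP (striatal-enriched tyrosine phosphatase) enzyme, cell-free | Medium: 50 mM Bis-Tris pH 6.0 with 2.5 mM DTT and 0.005% Tween 20 | Read-out: Percent inhibition scaled to no-enzyme and uninhibited-enzyme controls, plate-pattern corrected | Signal: Fluorescence read at 480 nm ex / 540 nm em | Times: 20 min reaction, room temperature, in the dark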
NadD inh: inhibitors of Staphylococcus aureus NadD. purified NadD enzyme, colorimetric absorbance read-out. inhibition, % at 20 µM. 360,000 tested, 0.78% active. AID 602399; in the data active = inhibition above about 26%; note: some compounds past the cut are filed as inactive
CSN deneddyl inh: CSN deneddylation inhibition; Q92905; Purified CSN, SCF-Nedd8-OG deneddylation, fluorescence polarization; inhibition, % at 12.5 µM; 360,000 tested, 0.38% active; AID 651999;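 active = pattern-corrected inhibition above about 35%, with an unprinted fluorescence ratio check between 0.5 and 1.5, limit read from the data, passing the limit was not always enough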;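 note: 0% = enzyme with substrate and 100% = substrate without enzyme; some results filed as inactive read as strong as hits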
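assay system = purified human Csn5 enzyme expressed in HEK293T cells | amount = 0.24 nM enzyme | buffer or medium = Tris/NaCl/DTT buffer, pH 7.5 | reagent = 10 nM SCFSkp2-Nedd8OG | compound = one concentration, 12.5 µM, 0.25% DMSO | times = 90 min reaction at room temperature | signal = FP | read-out basis = % inhibition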
MLLE-PAM2 inh: inhibitors of microRNA-mediated deadenylation, human PABP1 MLLE binding. P11940. GST-MLLE / FITC-PAM2 fluorescence polarization. inhibition, % at 20 µM. 360,000 tested, 0.36% active; in the data active = inhibition above about 35%, passing the limit was not always enough;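 note: plate controls were DMSO wells with GST-MLLE for no effect and wells lacking GST-MLLE protein for full effect; some results filed as inactive read as strong as hits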
Rpn11 inh: blocks the human proteasome subunit Rpn11. O00487. human 26S proteasome, Ub4-pepOG fluorescence polarization; 20S core pre-blocked with epoxomicin. calls only at 20 µM. 360,000 tested, 0.59% active. AID 588493;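 active = inhibition at 20 µM, scaled to each plate's controls, above about 33%, limit read from the data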
DNMT1 block: DNMT1 (human) enzyme inhibition; DNMT1 molecular beacon, Hinp1I cleavage, fluorescence; inhibition (reported as % activation of signal), % at 10 µM; P26358; 360,000 tested, 0.83% active; AID 588458; in the data active = inhibition above about 50%
SUMO1-SIM PPI: modulators of human SUMO1-mediated protein-protein interactions; P63165; SUMO1 binding to a labelled peptide, TR-FRET, 1 h; inhibition, % at 20 µM; 360,000 tested, 0.33% active; AID 602429; in the data active = inhibition above about 37%
Target sequence (P63165 whole entry, looked up): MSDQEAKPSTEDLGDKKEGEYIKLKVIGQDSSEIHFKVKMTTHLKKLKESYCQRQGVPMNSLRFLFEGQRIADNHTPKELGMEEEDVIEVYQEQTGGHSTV
LMPTP inh: blocks human LMPTP phosphatase; P24666; recombinant LMPTP-A, OMFP fluorogenic substrate, fluorescence intensity; inhibition, % at 20 µM; 360,000 tested, 0.22% active; AID 651560;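 active = compounds that cut the enzyme signal by at least half of the control window in the single-dose screen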;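 note: plate controls were DMSO wells with enzyme plus substrate for no effect and substrate without enzyme for full effect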
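Buffer or medium: Bis-Tris pH 6.0, DTT, detergent; Assay system: LMPTP-A enzyme; Quantity: 0.625 nM enzyme; Detection: endpoint fluorescence intensity; Times: 50 min dark incubation at room temperature; Controls: substrate-only low control, DMSO enzyme-plus-substrate high control; Doses: single 20 µM dose; Read-out: percent inhibition versus substrate-only and uninhibited controls; Reagent: 400 µM OMFP.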
Scp-1 inhibitor: inhibitors of human Scp-1 phosphatase; Recombinant Scp1, phosphopeptide, malachite green phosphate absorbance; 340,000 tested, 0.88% active; AID 493091; inhibition, % at 20 µM; Q9GZU7;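 active = inhibition above about 50% at 20 µM, limit read from the data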;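 note: plate controls were DMSO wells with enzyme for no effect and wells lacking enzyme for full effect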
Target sequence (Q9GZU7 76-261 limits assumed): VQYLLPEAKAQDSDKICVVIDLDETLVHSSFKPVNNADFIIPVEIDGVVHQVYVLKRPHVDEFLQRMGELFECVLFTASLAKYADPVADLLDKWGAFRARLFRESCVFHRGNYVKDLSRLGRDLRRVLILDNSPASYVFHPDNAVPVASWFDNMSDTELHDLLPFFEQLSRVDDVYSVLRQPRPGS
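System: truncated SCP-1 phosphatase (76-261aa); medium: Tris acetate buffer pH 5.5 with MgCl2 and Tween-20; incubation: 45 min room-temperature reaction, 5 min colour, 30 min stabiliser; compound: single 20 µM dose, 1% DMSO; reagent: Phosphorylated 17-residue peptide substrate; read-out: % inhibition at 20 µM; technique: colorimetric free-phosphate detection, absorbance 630 nm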
* hit, by the source's call; i = inactive; . = no result given.

Structure	LMPTP inh	Rpn11 inh	DNMT1 block	MLLE-PAM2 inh	Scp-1 inhibitor	NadD inh	STEP inh	SUMO1-SIM PPI	CSN deneddyl inh	TbMetRS inhib
CCc1nc2c(OCc3cccc(Cl)c3)cccn2c1N(C)C(=O)C(C)C	-0.4	i	2	2	.	-5	4	-2	0	0.1
CC1(NC(=S)NCCO)CCS(=O)(=O)C1 (stereo not drawn)	-2.8	i	3	10	4	0	2	-3	-3	0.3
COc1cc(/C=N\Nc2cc(=O)n(C)c(=O)n2C)ccc1O	-0.3	i	10	2	-6	3	-3	-5	-3	-0.5
Cc1ccc(NC(=O)CCS(=O)(=O)c2cccc3nonc23)c(Cl)c1	0.5	i	0	6	-3	-10	-3	-31	-1	0.0
COc1ccc(C)cc1-n1nnnc1SC/C(O)=C(\C#N)c1nc2ccccc2[nH]1	-0.2	i	-23	-92	5	6	0	1	13	0.3
Cc1ccccc1C(=O)N[C@H](C(=O)OCC(=O)NC1CC1)C(C)C	-1.9	i	1	-25	4	4	0	-1	-2	-0.3
CCOc1ccccc1-n1nnnc1SCC(=O)NC(=O)Nc1ccc2c(c1)OCCO2	1.5	i	-3	-7	0	-10	0	-1	-7	-0.1
Cc1cc2c(=O)n(C)c(SCC(=O)Nc3ccccc3C)nc2s1	0.4	i	4	2	1	-1	2	13	4	-0.6
CCN(CC(=O)NCc1cccs1)C(=O)c1cccc(S(=O)(=O)NCc2ccccc2)c1	-0.7	i	0	6	-1	-6	2	-4	0	0.2
COc1ccc(/C=C2\SC(=O)N(CCNC(=O)CCS(=O)(=O)c3ccc(C)cc3)C2=O)cc1	-1.7	i	-4	-2	-5	1	-2	-22	-6	-1.7
Fc1ccccc1CSc1nc2ncccc2[nH]1	-1.3	i	-1	30	1	-1	-5	3	2	0.6
Cc1cc(C)n(C(=O)Cc2cn3ccsc3n2)n1	-2.9	i	3	-1	12	3	0	-2	-3	-0.2
CC1CC(=O)C2=C(C1)Nc1nc3ccccc3n1C2c1cccnc1 (stereo not drawn)	-1.7	i	-5	2	-2	-9	-3	8	3	-0.9
CCCC(=O)Nc1nc2ccc(NC(=O)c3ccccc3F)cc2s1	1.0	i	3	-1	-3	-9	3	-1	-6	-0.5
Cc1ccc(N(CC#N)C(=O)CS(=O)(=O)c2cccc([N+](=O)[O-])c2)cc1	0.1	i	1	11	-10	-5	-1	-24	-1	-0.5
CCN1C(=O)c2ccccc2S(=O)c2ccc(C(=O)NCCN(CC(C)C)CC(C)C)cc21 (stereo not drawn)	-0.8	i	2	-17	-5	-2	-1	0	3	-0.9
CN1CCN(Cc2c(O)ccc3cc(-c4ccccn4)c(=O)oc23)CC1	-0.2	i	-2	-3	-3	-2	-2	-4	-2	-0.8
c1ccc2c(c1)nnn2-c1ccncc1	-1.1	i	0	-4	.	-2	1	3	1	-0.2
CC(=O)N1c2ccccc2C(=O)C1N(C)c1ccc(C)cc1 (stereo not drawn)	-1.6	i	-5	25	-6	-6	-1	-2	-2	-0.8
CCn1ccnc1CN(C)C(=O)CCc1nnc(CCCc2ccccc2)o1	-0.6	i	6	6	1	1	-3	3	-1	-0.9
COc1ccc(C(C(O)C(=O)c2c[nH]c3ccccc23)N2CCN(c3ccc(OC)cc3)CC2)cc1 (stereo not drawn)	-0.6	i	-15	3	-3	6	-1	4	0	4.1
COc1cc(C(=O)NCCC(=O)NCCN2CCCCCC2)cc(OC)c1OC	-3.9	i	-2	-1	-6	-3	-2	-3	4	0.2
O=C(NC(Cc1ccccc1)C(=O)Oc1ccc2c(C(F)(F)F)cc(=O)oc2c1)OCc1ccccc1 (stereo not drawn)	-0.4	i	4	37	-12	-2	0	-5	-6	-0.8
O=C(COc1ccccc1Cc1ccccc1)NCCCN1CCOCC1	-4.3	i	-1	-12	-9	-7	4	1	6	-0.4
COc1ccccc1OCCCCOc1ccccc1C(C)=O	0.3	i	2	-2	-1	-2	1	-4	7	-0.6
COc1ccc(S(=O)(=O)N2CCN(C(=O)c3cccs3)CC2)cc1	-2.1	i	-4	1	-4	-1	-1	-3	1	-0.4
Cc1ccc(CCC(=O)Nc2ccc(Cl)cc2)o1	1.5	i	-5	-2	-8	-5	-1	-5	4	0.7
CCOC(=O)CSC1=C(C#N)C(c2ccc(F)cc2)C(C(C)=O)=C(C)N1 (stereo not drawn)	0.4	i	7	-33	-2	7	-1	2	0	-1.2
Brc1ccc2c(c1)C(c1cccs1)=NNC(c1cccnc1)=N2	1.0	i	-9	-6	-5	16	-2	-11	-1	-0.3
Cc1ccc(-c2nc(=S)c3c(n2Cc2ccco2)CCCC3)cc1	3.7	i	5	10	6	24	3	3	15	-0.3

Part of the list above, with two lines to a compound:
Value order – LMPTP inh	Rpn11 inh	DNMT1 block	MLLE-PAM2 inh	Scp-1 inhibitor	NadD inh	STEP inh	SUMO1-SIM PPI	CSN deneddyl inh	TbMetRS inhib
COc1ccc(S(=O)(=O)N2CCN(C(=O)c3cccs3)CC2)cc1
→ -2.1	i	-4	1	-4	-1	-1	-3	1	-0.4
Cc1ccc(CCC(=O)Nc2ccc(Cl)cc2)o1
→ 1.5	i	-5	-2	-8	-5	-1	-5	4	0.7
CCOC(=O)CSC1=C(C#N)C(c2ccc(F)cc2)C(C(C)=O)=C(C)N1 (stereo not drawn)
→ 0.4	i	7	-33	-2	7	-1	2	0	-1.2
Brc1ccc2c(c1)C(c1cccs1)=NNC(c1cccnc1)=N2
→ 1.0	i	-9	-6	-5	16	-2	-11	-1	-0.3

(cont.)
Structure	LMPTP inh	Rpn11 inh	DNMT1 block	MLLE-PAM2 inh	Scp-1 inhibitor	NadD inh	STEP inh	SUMO1-SIM PPI	CSN deneddyl inh	TbMetRS inhib
N#C/C(=N\Nc1ccccc1)C(=N)N1CCOCC1	-0.5	i	-3	3	-2	3	1	-14	-1	-0.4
O=C(Cc1ccc(Cl)cc1)Nc1ccc(N2CCCC2)cc1	2.7	i	38	-7	0	30	2	-4	1	-0.5
CCN1C(=O)c2cccc3c(S(=O)(=O)Nc4ccncc4)ccc1c23	0.7	i	0	14	-4	-5	-1	-10	-4	-1.2
O=C(CN1CCN(C(=O)C2CCCO2)CC1)Nc1ccc(Cl)cc1 (stereo not drawn)	-0.9	i	0	10	-3	-3	-1	-1	-5	-0.3
COc1cccc(C2C3=C(N=c4s/c(=C\c5ccc(O)cc5)c(=O)n42)c2ccccc2CC3)c1OC (stereo not drawn)	0.8	i	-23	-85	1	14	-2	-6	-8	-0.7
COc1ccccc1C(=O)Nc1nnc(S(=O)(=O)N2CCOCC2)s1	-0.9	i	1	0	2	-5	2	7	-1	-0.3
NC1=NC2(CCCCC2)n2c(nc3ccccc32)N1	22	i	8	-27	-7	-2	0	0	1	-1.4
COc1ccccc1NC(=O)c1oc2ccccc2c1NC(=O)c1ccco1	1.8	i	6	1	-2	-4	1	-2	11	-0.5
O=C(CNC(=O)c1ccccc1)OC(C(=O)O)c1ccc(F)cc1 (stereo not drawn)	-0.1	i	4	12	.	-8	-1	4	-1	-0.3
O=C(CSc1nc2ccc([N+](=O)[O-])cc2[nH]1)NC1CCCCC1	0.1	i	0	-55	0	-6	-2	-16	-2	2.5
CCN1CCN(c2cc3c(cc2F)c(=O)c(S(=O)(=O)c2ccccc2)cn3C)CC1	-0.3	i	1	-2	-2	0	-2	7	1	0.1
Cc1cc(C(=O)N/N=C2\CCCC(=O)C2)c(C)o1	-0.7	i	4	-15	-1	4	0	9	1	0.0
CN1CCN(NC(=O)c2ccc(S(=O)(=O)N3CC4(C)CC3CC(C)(C)C4)cc2)CC1 (stereo not drawn)	-4.4	i	-1	-2	1	-7	0	0	5	-1.5
O=C(CN1C(=O)NC2(CCCC2)C1=O)N1CCN(S(=O)(=O)c2ccccc2[N+](=O)[O-])CC1	-1.8	i	4	-16	-4	-7	2	-10	1	-0.3
O=C(/C=C/c1ccc(Cl)c([N+](=O)[O-])c1)c1cccnc1	-0.3	i	21	-1	-16	2	2	-14	2	-0.2
COCCn1c(=O)[nH]c2cc(C(=O)NC3CCCCCC3)ccc2c1=O	-2.1	i	5	0	-6	-2	-1	4	-1	-0.7
Cc1ccc(C(=O)NCC(=O)OCC(=O)N(CC(C)C)c2c(N)n(Cc3ccccc3)c(=O)[nH]c2=O)cc1C	-0.6	i	-3	-5	-4	3	0	1	2	-0.5
CC(C)C[C@H]1CNC(=O)C(=O)N1C[C@@H]1CCCN1C[C@H](Cc1ccccc1)N1C[C@H](CC(C)C)N(CCc2ccccc2)C(=O)C1=O	-1.7	.	.	.	.	19	.	0	4	-0.6

Not a hit list; about 3.6% have a hit in one of these screens.
